Screens as filed in PubChem.
Statin myotox sup: protects C2C12 myotubes from simvastatin toxicity; ATP luminescence, 48 h; scaled: DMSO 0, geranylgeraniol control 100; rescue of ATP level, % at 7.49 µM; hit rate 0.78% among 330,000; AID 602340;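 active means mean ATP rescue above about 67%, or every replicate alone reaching that limit, limit read from the data, passing the limit was not always enough; inconclusive means no clear call, values can overlap the other calls; inactive means mean under the limit and some replicate under it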;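 further: myotubes were challenged with 10 µM simvastatin during compound exposure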
Cneo AK release: Cryptococcus neoformans lysis via adenylate kinase release | C. neoformans lysis, adenylate kinase release luminescence, 4 h; normalised: neutral wells 0, clomiphene wells 100 | hit rate 0.2% among 360,000 | lysis activity, % at 15 µM;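 active means mean lysis activity across replicates of at least 80%, whatever share of replicates individually reach that level; inactive means mean lysis activity below 80%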
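Material: C. neoformans cells | Amount: Yeast cell density of 5 × 10^6 cells/mL | Medium: Fresh YPD growth medium | Dosing: Single dose | Times: Static 4 h at 37 °C with compound, 1 h detection | Detection: AK luminescence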
INS-1E GSIS act: GLuc luminescence reporter in INS-1E cells, primary screen for activators of glucose-dependent secretion of insulin. INS-1E GLuc reporter insulin secretion, 2-3 h. activation, % at 16.6 µM. hit rate 0.61% among 370,000. AID 743287;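 active means lowest replicate activation of at least 40%, so every replicate reaches that level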;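 further: 0% = median of neutral control wells and 100% = median of IBMX positive control wells; some compounds called inactive have numbers as strong as hits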
LGR2 antag: blocks bursicon-induced cAMP signaling via Drosophila LGR2 | HEK293 LGR2, CRE-luciferase, bursicon-stimulated, 4 h | inhibition, % at 9.99 µM | AID 720647 | hit rate 0.35% among 380,000;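 active means drop in luminescence signal, shown as inhibition above about 50% in the replicate tests, limit read from the data, passing the limit was not always enough; inconclusive means probably only some replicates passing the limit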;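 further: agonist challenge used bursicon conditioned medium at about half maximal strength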
PAX8 inh HTS: PAX8 transcriptional activity inhibition; hit rate 1.2% among 360,000; AID 652154; RMG-I TPO-luciferase reporter, SteadyGlo, 24 h; inhibition, % at 12.6 µM;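 active means mean replicate inhibition at least 60% with every replicate also reaching 60%; inconclusive means only one of the two criteria is met; inactive means mean below 60% and not all replicates reaching 60%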;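 further: luciferase light reporting Pax8 driven TPO promoter activity; plate controls were median of neutral control wells for no effect and mitoxantrone controls for full effect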
PGC1a acetyl inh: PGC1a acetylation modulation, inhibitor mode; U2OS PGC1a acetylation, AlphaScreen anti-acetyl-lysine; with virally co-expressed GCN5 acetyltransferase; inhibition, % at 15.6 µM; hit rate 0.17% among 350,000; AID 651687;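 active means every replicate shows inhibition of at least 40%; inconclusive means mean inhibition at least 40% but some replicate below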;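 further: 0% = neutral control wells and 100% = positive control wells; some results beyond the cut were filed as inactive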
ARNT TACC3 PPI: disrupts binding between human ARNT and TACC3 | hit rate 0.66% among 390,000 | inhibition, % at 9.99 µM | AlphaScreen His-ARNT PAS-B/GST-TACC3 binding, luminescence; TACC3 fragment carries E629A point mutation | Q9Y6A5;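 active means mean inhibition of replicates at least 50% and at least half of replicates each reaching 50%; inconclusive means half or more replicates reach 50% but mean below 50%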;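 further: 0% = complete ARNT plus TACC3 wells and 100% = ARNT alone without TACC3; many hits fall short of the cut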
PglD inh: blocks C. jejuni PglD acetyltransferase activity; purified PglD enzyme, DTNB colorimetric CoA detection; inhibition, % at 12.5 µM; hit rate 0.098% among 360,000; AID 602405; in the data active means inhibition above about 16%, passing the limit was not always enough; inconclusive means no clear call, values can overlap the other calls; further: strong numbers were not always called active
Numbers without * were called inactive; ? = inconclusive; . = not tested or not shown; & = joins results of further samples.

Under each structure – Statin myotox sup	INS-1E GSIS act	Cneo AK release	PGC1a acetyl inh	ARNT TACC3 PPI	LGR2 antag	PAX8 inh HTS	PglD inh
CC(=O)N1CCCCN2[C@@H](CO)[C@H](c3ccc(-c4cccc(C)c4)cc3)[C@@H]2C1
→ .	-13	0	0	3	5	-7	-3
CC(C)CNS(=O)(=O)c1ccc(OCC(=O)Nc2ccc(F)cc2F)cc1
→ -9	.	0	-2	-16	.	.	11
Cc1cc(C)cc(N(C(=O)c2sc(C)nc2C)C(C(=O)NC(C)(C)C)c2ccncc2)c1 (stereo not drawn)
→ -4	10	3	-3	-4	-24	-54	-3
Cc1nc2c3ccccc3nc(NNC(=O)CCC(=O)NC3CCCC3)n2n1
→ .	0	.	.	4	-23	-6	.
CO[C@H]1CN(C)C(=O)c2cc(NC(=O)c3cccc(F)c3)ccc2OC[C@@H](C)N(C)C[C@@H]1C
→ -13	-13	0	0	-1	-16	.	2
O=C(NCc1ccco1)c1cc2cc(Br)ccc2o1
→ 4	-11	3	.	-5	-20	-59	-4
Cc1oc(-c2cc(F)ccc2F)nc1CN1CCN(c2ncnc3ccccc23)CC1
→ .	-25	-1	.	6	5	10	3
CC(C)(C)c1ccc(OCC(=O)Nc2ccc3c4c(cccc24)C(=O)NC3=O)cc1
→ -13	14	-2	-2	-5	13	8	-1
COc1ccccc1C(=O)NC(=O)COC(=O)CNC(=O)c1ccccc1F
→ 15	-13	-2	0	-1	-7	-11	-5
O=C(Nc1ccc2c(c1)CN(Cc1ccc(CO)o1)CC2)c1ccc(C(F)(F)F)cc1
→ 4	-16	-6	3	0	5	-1	-2
CN(C)C(=O)C[C@H]1C[C@@H]2c3cc(NC(=O)NC4CCCC4)ccc3O[C@@H]2[C@@H](CO)O1
→ .	5&7	.	0	.	-23	14	.
C[C@H](NC(=O)c1nc[nH]c1C(=O)N1CCc2ccccc2C1)C(=O)OC(C)(C)C
→ -5	-13	0	2	.	-18	-4	3
O=C(c1ccc(N2CCOCC2)cc1[N+](=O)[O-])N1CCOCC1
→ .	-11	.	6	-2	1	-12	.
CC(C)OCC(O)CS(=O)Cc1ccccc1 (stereo not drawn)
→ 33	.	2	-17	0	.	.	-2
Cc1sc2ncnc(N[C@@H](Cc3ccccc3)C(=O)O)c2c1C
→ -1	20	2	-3	-10	10	9	-4
C[C@H](CO)N1C[C@H](C)[C@@H](CN(C)CC2CCCCC2)Oc2c(NC(=O)Nc3ccccc3)cccc2C1=O
→ 27	-17	3	.	1	3	-7	0
Cc1cccc(OCCCc2c(C)n[nH]c2C)c1
→ ?	.	18	.	-4	.	.	4
c1ccc(-c2cc3c(N4CCN(c5ncccn5)CC4)ncnc3s2)cc1
→ .	37	.	1	4	9	-11	.
CCOC(=O)N1CCc2c(sc3c2c(=O)n(-c2ccc(CC)cc2)c(=O)n3CC(=O)NCC2CCCO2)C1 (stereo not drawn)
→ 3	.	3	-11	-26	.	.	0
Cc1cc(=O)oc2cc(OC(C)C(=O)NC3CCCC3)ccc12 (stereo not drawn)
→ 1	-9	7	9	-2	14	-15	6
CCN(CC)S(=O)(=O)c1ccc2c(c1)c(=O)c(C(=O)N1CCN(c3ccccc3)CC1)cn2C
→ 7	.	-1	.	18	.	-2	-3
C[C@@H]1CN([C@@H](C)CO)C(=O)c2cc(NS(=O)(=O)c3ccccc3)ccc2O[C@@H](C)CCCCO[C@@H]1CN(C)CC1CCCCC1
→ -91	-7	3	-11	4	-7	19	4
CC1(C(=O)NS(=O)(=O)Cc2cccc(Cl)c2)CCN1C(=O)C1(c2ccc(Cl)cc2)CC1 (stereo not drawn)
→ 1	52	-1	-19	.	3	6	0
CN(C(=O)CN1C(=O)S/C(=C\c2ccccc2Cl)C1=O)C1CCS(=O)(=O)C1 (stereo not drawn)
→ 10	-10	-3	2	-22	3	5	0
CCN(CC)S(=O)(=O)c1ccc2[nH]c(=O)cc(C(=O)Nc3ccccc3N3CCOCC3)c2c1
→ 3	-14	-1	.	-7	-18	22	4
CCOC(=O)CC1COCCN1Cc1cn[nH]c1-c1cc(OC)c(OC)c(OC)c1 (stereo not drawn)
→ -3	.	-2	-8	-1	-8	11	3
CO[C@@H]1CN(C)C(=O)c2cc(NS(=O)(=O)c3ccccc3)ccc2OC[C@@H](C)N(Cc2nccs2)C[C@H]1C
→ -5	-11	-2	5	.	-18	10	0
C[C@@H]1CN([C@@H](C)CO)C(=O)c2cc(NC(=O)c3ccncc3)ccc2O[C@@H](C)CCCCO[C@H]1CN(C)C(=O)CCC(F)(F)F
→ .	-1	33	9	-9	4	-20	4
C#Cc1ccc([C@H]2C=C(C(=O)N3CCN(Cc4ccccc4)CC3)O[C@@H](OCC)[C@@H]2CCCO)cc1
→ 34	-19	0&3	5&4	0	14	11&4	-2
C[C@@H]1CN([C@@H](C)CO)C(=O)Cc2cc(NC(=O)Nc3ccccc3)ccc2O[C@H]1CN(C)C(=O)Nc1ccc(F)cc1
→ 19	-1	-2	1	-6	4	.	4
Cc1ccc(-c2nn(C)c(=O)c3ccccc23)cc1S(=O)(=O)NCCN1CCOCC1
→ 3	.	0	-6	2	.	.	-5
COc1ccccc1C(=O)NCCN=C1NS(=O)(=O)c2ccccc21
→ -15	10	4	.	-3	0	7	2
CCc1ccc(NC(=S)Nc2cccc3cnccc23)cc1
→ 10	-11	7	9	12	-24	-15	-2
CCC(=O)N(C)C[C@H]1Oc2cc(-c3ccncc3)ccc2S(=O)(=O)N([C@H](C)CO)C[C@H]1C
→ 8	17	51	-3	2	-4	.	4
Brc1ccc(-c2ncc(-c3ccccc3)cn2)cc1
→ -3	.	-2	.	-2	.	.	3
CCOC(=O)N1CCC(N(C(=O)Nc2ccc(Cl)c(Cl)c2)C(C)CC)CC1 (stereo not drawn)
→ -23	.	-2	6	-1	.	.	0
C[C@H](CO)N1C[C@H](C)[C@@H](CN(C)C(=O)Cc2ccccc2)OCCCC[C@H](C)Oc2ccc(NC(=O)CCCN(C)C)cc2C1=O
→ .	9	0	3	-1	-2	2	-2
COCC(=O)N(C)C[C@H]1Oc2ncc(-c3ccccc3F)cc2C(=O)N([C@@H](C)CO)C[C@H]1C
→ -9	13	87*	7	-13	-4	2	-1
O=C(CCNC(=O)C1CCN(S(=O)(=O)c2ccc(F)cc2)CC1)NCc1ccccn1
→ 12	0	0	4	.	6	0	0
CCC(C)Nc1cc(C)nc2ncnn12 (stereo not drawn)
→ .	12	.	.	-12	30	5	.
Cc1nc2cc(NC(=O)NC(C)(C)C)ccc2n1C
→ -17	14	1	2	-2	1	-19	8
Cc1ccc(C(=O)COC(=O)C(C)N2C(=O)C3C4C=CC(C4)C3C2=O)cc1C (stereo not drawn)
→ 1	-10	3	.	-6	-2	-8	-1
O=C(CSc1ncccn1)Nc1ccc2[nH]c(=O)[nH]c2c1
→ 0	-4	0	.	-4	-5	-1	-1
Cn1nccc1C(=O)N1CCN(c2ccccc2Cl)CC1
→ 3	9	0	4	-8	-5	2	-1
CCOC(=O)c1ccc(NS(=O)(=O)N2CCCCCC2)cc1
→ -1	.	4	-12	-8	.	.	-1
CCCNC(=O)N(C)C[C@@H]1Oc2ncc(/C=C/c3ccccc3)cc2C(=O)N([C@H](C)CO)C[C@@H]1C
→ 1	3	4	2	-9	-5	.	8
COCCn1c(SCC(=O)Nc2ccc3c(c2)OCCO3)nnc1C(C)C
→ 1	-2	0	.	-2	15	-1	-2
CC1(C)N=C(/C=N/O)C=[N+]1[O-]
→ -3	.	-1	11	5	.	.	-2
C[C@H]1CN([C@@H](C)CO)C(=O)c2cc(NC(=O)C3CC3)ccc2O[C@@H]1CN(C)C(=O)NC1CCCCC1
→ 1	5	2	11	-7	-1	.	-13
CCCC(=O)OC1CC(C)N(C(=O)c2ccccc2)c2ccc(C)cc21 (stereo not drawn)
→ .	.	0	-22	-5	.	.	5
O=C(CCNS(=O)(=O)c1c(Cl)cccc1Cl)OCC(=O)c1ccccc1
→ .	0	.	.	-3	4	3	.
O=C(C[C@H]1C=C[C@H](NC(=O)Nc2cc(F)ccc2F)[C@@H](CO)O1)NCCCN1CCOCC1
→ -8	-8	121*	5	.	-3	-9	3
Cc1ccc(C(=O)Nn2c(C)nc3ccccc3c2=O)cc1C
→ -4	29	1	10	-13	-2	7	-1
CC(C)NC(=O)N(C)C[C@@H]1Oc2ccc(NS(=O)(=O)c3ccc(F)cc3)cc2CC(=O)N([C@H](C)CO)C[C@@H]1C
→ -3	-3	1	3	36	-7	-4	-2
C=CCNC(=O)COC(=O)c1cc(S(=O)(=O)N2CCCCC2)ccc1Cl
→ 5	-1	0	3	-6	0	-7	1
Cc1cc(C(=O)NCCc2ccccc2)ccc1[N+](=O)[O-]
→ -7	-6	-3	13	-10	-56	.	4
C/C(=N\NC(=O)c1ccncc1)c1ccc(N(C)C)cc1
→ 1	-1	.	-2	1	22	4	.
O=C1OCC2=C1C(c1ccc(F)cc1)c1cc3c(cc1N2)OCCO3 (stereo not drawn)
→ .	3	.	19	-13	-6	85*	.
CCOC(=O)c1ccc(NC(=O)CCS(=O)(=O)c2ccc(Br)s2)cc1
→ 3	.	3	-50	-1	.	17	2
C[C@@H]1CN([C@H](C)CO)C(=O)c2cc(NC(=O)Nc3ccccc3)ccc2O[C@@H](C)CCCCO[C@@H]1CN(C)Cc1ccc(Cl)c(Cl)c1
→ 117*	6	-11	-9	-1	-16	86*	-3

(list continues)
Under each structure – Statin myotox sup	INS-1E GSIS act	Cneo AK release	PGC1a acetyl inh	ARNT TACC3 PPI	LGR2 antag	PAX8 inh HTS	PglD inh
CCOc1ccccc1NC(=O)c1ccccc1-c1ccccc1
→ 16	-1	4	-46	-17	12	13	-2
COC(=O)C(Nc1ccccc1Cl)(c1cc(C)c(O)c(C)c1)C(F)(F)F (stereo not drawn)
→ 40	25	-2	-69	-8	11	.	2
COc1ccc(C2=NOC(C3(S(=O)(=O)c4ccccc4)CC(O)C3)C2)cc1 (stereo not drawn)
→ -7	4	0	-13	-2	2	-12	0
CCOC(=O)C1Nc2ccc(Br)cc2C2C=CCC12 (stereo not drawn)
→ -6	.	1	1	2	.	6	-5
Cc1ccc(S(=O)(=O)N(C)C[C@H]2Oc3ccc(NC(=O)Nc4ccccc4)cc3C(=O)N([C@H](C)CO)C[C@H]2C)cc1
→ -15	-15	0	3	-10	-7	11	6
O=C(NCCCN1CCOCC1)c1sc2cc(Cl)ccc2c1Cl
→ .	-1	.	8	0	-32	-9	.
O=C1c2ccccc2C2(c3ccccc3)NCCCN12 (stereo not drawn)
→ .	10	.	4	-1	15	3	.
CC(=O)NC1(c2cccc(F)c2)CCN(CC(=O)NC(C)C)CC1
→ 2	.	-1	7	-6	.	-5	6

Ordered by the number under PGC1a acetyl inh (ascending): some entries from above
molecule	PGC1a acetyl inh
CCOc1ccccc1NC(=O)c1ccccc1-c1ccccc1	-46
CCOC(=O)C1Nc2ccc(Br)cc2C2C=CCC12 (stereo not drawn)	1
O=C1c2ccccc2C2(c3ccccc3)NCCCN12 (stereo not drawn)	4
